Mm-Cpn inhibitor – M. maripaludis TRiC chaperonin inhibition. purified Mm-Cpn ATPase, ADP Transcreener TR-FRET. Potency, µM (highest dose often 76.9 µM), for inactives: top-dose activity, negative = inhibition, actives largely listed as inhibitors. 0.031% of 330,000 active. AID 504842; also: potency is read from the fitted curve at half-maximal effect; % is scaled to controls: 0 for no effect and ±100 for the full control effect; nearly all actives have a fitted effect of over 80% in size
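Compound-treated chaperonin, 25 nM final, turns over 10 uM ATP at 37°C for 30 min following a 10 min preincubation; ADP generated competes with ADP-d2 for Eu-cryptate antibody, lowering FRET.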
GLP1R cytotox – cytotoxicity in counter-screen for GLP-1R inverse agonists; HEK293 cAMP-luciferase reporter cells, luminescence, 24 h; Potency, µM (series often up to 38.3 µM), without a hit: top-dose activity change, negative = inhibition, actives largely listed as inhibitors; 0.13% of 410,000 active; AID 624418;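 also: loss of luciferase light is scored as toxicity; potency is read from the fitted curve at half-maximal effect; % is scaled to controls: 0 for no effect and ±100 for the full control effect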
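Compound-treated cells are incubated 24 hr at 37 deg C under 5% CO2 after a 12 hour attachment period, then luciferase detection reagent is added and luminescence is measured following 12 min at room temperature; lowered signal indicates toxicity.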
Akt phos inh – blocks phosphorylation of Akt. AID 651550. activity change, % for hits at 50 µM. Neuro2A IGF-stimulated pAkt S473 HTRF, 20 min; active compounds read low. 0.32% of 360,000 active; in the data active = activity change below about -80%; inconclusive = mostly about -51% to -80%; also: % is scaled to controls: 0 for no effect and ±100 for the full control effect
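Single-point screen (50 µM final compound) in Neuro2A cells stimulated 20 min with 6 nM IGF at 37 deg C. After lysis, Ser473-phosphorylated Akt read by HTRF (ex 330 nm, em 615/665 nm) as the 665/615 ratio.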
aSyn rescue – rescues yeast growth from alpha-synuclein toxicity; Yeast expressing alpha-synuclein, growth rescue, BacTiter-Glo, 24 h; Potency, µM (titrated, usually from 46.1 µM), inactives show at the top dose growth rescue (activation), hits mostly activators; 0.14% of 370,000 active; also: potency is read from the fitted curve at half-maximal effect; % of control where 0% means no effect; nearly all actives have a fitted effect of over 65% in size
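Screening used galactose-induced yeast with toxic alpha-synuclein levels, exposed to compound for 24 hr at 30 deg C. Cell growth, read with BacTiter-Glo luminescence, gave the measured signal.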
TDP43 rescue – rescues yeast growth from TDP-43 toxicity | TDP-43 expressing yeast growth rescue, BacTiter-Glo, 24 h | 1.8% of 410,000 active | Potency, µM (highest dose often 46.1 µM), for the others: at the highest dose growth rescue (activation), usual class: activators; also: potency is read from the fitted curve at half-maximal effect; % of control where 0% means no effect; nearly all actives have a fitted effect of over 50% in size
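In this qHTS, compounds that restore growth of yeast expressing TDP-43 appear as activators. Cells (OD600=0.02, galactose medium, raffinose-pregrown) are incubated with compound 24 hr at 30 deg C and growth is quantified by BacTiter-Glo.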
Abeta rescue – compounds reversing amyloid beta toxicity in yeast | yeast expressing A-beta42, growth rescue, OD600, 48 h; response scale: 0% DMSO, 100% iron-clioquinol control | Potency, µM (top dose mostly 46.1 µM), for the others: at the top dose growth rescue, most hits filed as activators | 0.063% of 410,000 active | AID 1347071; also: potency is read from the fitted curve at half-maximal effect; nearly all actives have a fitted effect of over 55% in size
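Growth rescue measured by 600 nm absorbance after 48 h yeast culture at 30 C with compound. Values normalized between DMSO and an equimolar ferric chloride plus clioquinol control.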
FUS yeast rescue – rescues growth of FUS-expressing yeast; 0.24% of 390,000 active; S. cerevisiae FUS-expressing, growth rescue, OD600, 24 h; AID 1347120; Potency, µM (top dose mostly 76.6 µM), without a hit: at the top dose growth rescue (activation), hits mostly activators;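 also: potency is read from the fitted curve at half-maximal effect; plate controls were DMSO vehicle for no effect and reference control for full effect; nearly all actives have a fitted effect of over 55% in size; some results filed as inactive show a strong effect at the top dose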
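Yeast expressing FUS under galactose induction, OD 0.005 in 2% galactose medium; compounds in a dilution series, 24 h at 30C. Growth rescue by absorbance at 600 nm; CP55940 positive control, DMSO negative.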
PTHR1 ag – PTHR1 (human) receptor agonism; Potency, µM (titrated, usually from 115 µM), without a hit: at the highest dose activation, hits mostly activators; HEK293 GP2 PTHR1 cells, GloSensor cAMP luminescence, 1 h; 0.075% of 410,000 active; Q03431; also: potency is read from the fitted curve at half-maximal effect; nearly all actives have a fitted effect of over 55% in size; some results filed as inactive show a strong effect at the top dose; inactives centre near -15; many of its hits are not listed in these tables
Target sequence (Q03431 whole entry, looked up): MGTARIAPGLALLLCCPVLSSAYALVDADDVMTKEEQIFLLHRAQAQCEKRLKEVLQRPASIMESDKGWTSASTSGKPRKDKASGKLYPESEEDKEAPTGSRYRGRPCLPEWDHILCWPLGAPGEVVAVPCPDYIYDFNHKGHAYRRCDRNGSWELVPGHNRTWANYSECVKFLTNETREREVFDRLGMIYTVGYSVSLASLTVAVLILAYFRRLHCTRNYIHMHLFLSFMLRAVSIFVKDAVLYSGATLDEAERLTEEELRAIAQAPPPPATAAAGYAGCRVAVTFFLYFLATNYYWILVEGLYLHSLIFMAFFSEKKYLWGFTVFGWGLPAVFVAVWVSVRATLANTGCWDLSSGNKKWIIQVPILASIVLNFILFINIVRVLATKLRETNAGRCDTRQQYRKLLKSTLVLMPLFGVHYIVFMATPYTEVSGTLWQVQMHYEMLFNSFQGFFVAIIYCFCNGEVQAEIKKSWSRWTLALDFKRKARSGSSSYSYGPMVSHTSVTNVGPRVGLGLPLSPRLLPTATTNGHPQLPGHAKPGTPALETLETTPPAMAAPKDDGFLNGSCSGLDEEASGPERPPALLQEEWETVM
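HEK-293-derived GP2 cells expressing PTHR1 and a GloSensor cAMP reporter, 3,000/well, plated overnight, given luciferin plus IBMX (each 0.5 mM as added) for 1 h at 37 °C, then compound for 1 h at 37 °C. Luminescence was read after 15 min at room temperature.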
GLP-1R inv ag – GLP-1 receptor (human) inverse agonism; P43220; HEK293 GLP-1R CRE-luciferase, luminescence, 24 h; GLP-1R form is constitutively active; Potency, µM (top dose mostly 38.3 µM), without a hit: top-dose activity change, negative = inhibition, actives largely listed as inhibitors; 1.6% of 410,000 active; also: potency is read from the fitted curve at half-maximal effect; % is scaled to controls: 0 for no effect and ±100 for the full control effect; nearly all actives have a fitted effect of over 55% in size
Target sequence (P43220 whole entry, looked up): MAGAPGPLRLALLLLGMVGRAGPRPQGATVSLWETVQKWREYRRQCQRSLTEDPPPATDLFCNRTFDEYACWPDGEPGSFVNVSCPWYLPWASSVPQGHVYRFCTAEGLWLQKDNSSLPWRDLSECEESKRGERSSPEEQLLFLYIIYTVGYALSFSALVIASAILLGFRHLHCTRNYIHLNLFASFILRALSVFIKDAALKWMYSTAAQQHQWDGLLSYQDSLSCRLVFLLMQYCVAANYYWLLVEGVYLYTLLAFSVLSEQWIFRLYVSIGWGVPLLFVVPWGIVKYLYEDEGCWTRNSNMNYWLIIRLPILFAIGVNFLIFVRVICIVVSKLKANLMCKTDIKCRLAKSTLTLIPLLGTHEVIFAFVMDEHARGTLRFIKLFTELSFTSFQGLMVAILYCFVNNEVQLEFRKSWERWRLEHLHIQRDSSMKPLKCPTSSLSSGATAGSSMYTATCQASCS
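Constitutively active GLP-1R drives a cAMP-responsive luciferase in stably transfected HEK293 cells; test compounds are added after overnight (12 h) attachment and left 24 hr, and signal loss in luminescence marks inhibition.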
* hit, by the source's call; i = inactive; ? = inconclusive; . = not tested or not shown; [ ] = another dose, or the depositor's remark. Unless noted, calls follow the shape of the dose curve; as a rule, active = well fitted curve in the direction sought with a large enough effect; inconclusive = small, poorly fitted or top-dose-only effect, or another doubt; inactive = no such curve, though single readings can be large; an effect the other way counts as inactive or inconclusive.

Each structure is followed by: aSyn rescue | GLP-1R inv ag | Akt phos inh | Abeta rescue | GLP1R cytotox | TDP43 rescue | FUS yeast rescue | PTHR1 ag | Mm-Cpn inhibitor
- CC(C)C(NC(=O)c1ccccc1)C(=O)OCn1nnc2ccccc2c1=O (configuration not stated)
    13% | -15% | i | -1% | 3% | -20% | -11% | -28% | 1%
- CCC(Cn1nnc2ccccc2c1=O)NC(=O)Nc1ccc(C)cc1C (configuration not stated)
    . | 0% | . | -8% | 3% | -8% | 3% | ? | .
- O=C(c1ccc(S(=O)(=O)N2CCCCC2)cc1)N1CCCC(C(F)(F)F)C1 (configuration not stated)
    1% | 4% | i | -5% | 19% | 17% | 3% | i | 0%
- COc1cccc(/C=N/NC(=O)c2cnccn2)c1O
    29% | -26% | i | 3% | -17% | 2% | -1% | -4% | 1%
- COc1cc2c(cc1[N+](=O)[O-])-c1ccc([N+](=O)[O-])cc1C2=NO
    3% | 5% | i | 0% | -7% | 10µM* | 8% | -1% | .
- C/C(=N/NS(=O)(=O)c1ccc(C(C)C)cc1)c1ccncc1
    -4% | 4% | i | 10% | -10% | 16% | 12% | -14% | 4%
- Cc1ccc(C(=O)NC(C)C2CCCO2)o1 (configuration not stated)
    4% | 7% | i | 13% | 3% | 7% | 2% | i | -6%
- O=C(O)c1cc(-c2ccc3c(c2)OCO3)nc2ccccc12
    -20% | 0% | i | -20% | 7% | -12% | 30% | i | -1%
- O=C(CCn1cnc(-c2ccccc2)c1-c1ccccc1)N/N=C/c1ccccc1O
    2% | ? | i | -20% | -24% | 19% | 17% | i | -1%
- CCN(Cc1ccccc1)S(=O)(=O)CCNC(=O)c1ccc(OC)cc1
    6% | ? | i | -7% | -8% | -1% | -8% | -19% | -1%
- C/C(=N\NC(=O)c1cccnc1)c1nnn(-c2nonc2N)c1C
    -4% | -3% | i | 0% | -16% | -13% | -5% | -1% | 4%
- Cc1c(C)c2ccc(OCC(=O)Nc3ccc(N4CCC(C)CC4)cc3)cc2oc1=O
    3% | -4% | i | 3% | -9% | 13% | 28% | -20% | -5%
- O=C(c1ccco1)c1nnn(Cc2ccccc2)c1-c1ccccc1
    ? | ? | i | -2% | 3% | ? | 28% | i | .
- C=CCn1cnc2c(nnn2-c2ccc(Cl)cc2)c1=O
    12% | 11%[0.307 µM] | i | 1% | -1%[0.307 µM] | ? | 2% | -8% | 2%
- COc1ccc(CCNC(=O)C(=O)Nc2ccc3nc4n(c(=O)c3c2)CCCCC4)cc1OC
    3% | 66%[activator] | i | 10% | -2% | -9% | 59% | -3% | 5%
- Cc1ccc(NC(=O)CSc2nc(N)cc(=O)[nH]2)cc1Cl
    1% | 35%[activator] | i | -8% | -3% | 20%[9.22 µM] | 12% | i | 3%
- Cc1c(C=Nc2ccc(S(=O)(=O)N(C)C)cc2)c(O)[nH]c(=O)c1C#N
    -4% | 12% | i | -1% | 8% | -15% | -5% | i | .
- COc1ccc(-n2c(SCc3nc(-c4ccc(C)cc4)no3)nnc2-c2ccncc2)cc1
    . | 0% | . | -3% | 7% | 25% | ? | i | .
- CC(=O)N1c2ccc(S(=O)(=O)N(C)Cc3ccccc3)cc2CC1C (configuration not stated)
    13% | 6% | i | 10% | -1% | ? | -20% | -26% | 2%
- COc1cc(OC)cc(-c2cc(N)n(S(=O)(=O)Cc3ccccc3)n2)c1
    5% | -30% | i | 7% | 3% | 0% | -4% | -42%[inhibitor] | -1%
- Cc1ccc(C)c2[nH]c(=O)c(CCNC(=O)c3ccco3)cc12
    1% | 11% | i | 0% | -10% | -9% | 7% | -21% | -2%
- O=C(CN(C(=O)CNC(=O)c1ccco1)c1ccc(F)cc1)NC1CCCCC1
    0% | 9% | i | -3% | -1% | -19% | 10% | i | -5%
- Fc1ccc(CN2CCC(Cc3ccccc3)CC2)cc1F
    0% | -22% | i | ? | 16% | -2% | 3% | 14% | 2%
- C/C(=N/NC(=O)CSc1nc2ccccc2n1C)c1ccco1
    -9% | 6% | i | 9% | 18% | 11% | -5% | -8% | 1%
- Cc1ccc(C(=O)C2=C(O)C(=O)N(Cc3cccnc3)C2c2ccc(Cl)cc2)o1 (configuration not stated)
    -18% | 22% | i | 3% | 13% | -14% | 28µM* | 3% | 0%
- CC(=O)Nc1ccc(S(=O)(=O)NCc2nnnn2-c2ccc(Cl)cc2)cc1
    1% | 0% | i | -12% | -3% | 3% | 14% | -8% | -5%
- CSc1ccc(Cl)c(C(=O)N(C)CC(=O)Nc2ccc(N3CCOCC3)cc2)c1
    3% | 4% | i | -5% | 1% | 3% | 25% | -3% | 1%
- COc1cc(Br)cc2cc(S(=O)(=O)c3ccccc3)c(=O)oc12
    . | 8% | . | -23% | 42%[activator] | -6% | 4% | -34%[inhibitor] | .
- COc1cc(CC(=O)N(C)CC(=O)Nc2ccc(Cl)c(C(F)(F)F)c2)cc(OC)c1OC
    -7% | -23% | i | -3% | -1% | 13% | 5% | -5% | 1%
- CCN(CC)C(=O)CSc1nnc(-c2ccc(O)cc2)n1CC1CCCO1 (configuration not stated)
    -3% | 0% | i | 17% | -2% | 0% | 10% | -24% | -2%
- Cc1cc(C=O)c(C)n1-c1ccc(Oc2ccc([N+](=O)[O-])cn2)cc1
    4% | 1% | i | 8% | -20% | -10% | 10% | i | 2%
- COc1ccc(CCNC(=O)c2ccc3c(c2)N(Cc2cc(C)ccc2C)C(=O)c2ccccc2S3=O)cc1OC (configuration not stated)
    . | 0% | . | -5% | 1% | -3% | 10% | -16% | .
- Cc1ccc(-c2ccc(C(=O)NCc3ccc(Cl)cc3)o2)c2ccccc12
    17% | ? | i | 3% | -16% | 25% | 31% | i | -15%
- O=C(Nc1ccc(N2CCCCC2)c(Cl)c1)c1ccc2c(c1)OCCO2
    -10% | ? | i | -19% | -17% | ? | 12% | i | -1%
- COc1cccc(-c2cnc3c(NC(C)=O)cc(-c4cccc(C(=O)NCCO)c4)cn23)c1
    -2% | -17% | i | 1% | -13% | -4% | 37% | -12% | .
- Cc1ccc(S(=O)(=O)NC(CC(C)C)C(=O)Nc2ccncc2)cc1 (configuration not stated)
    0% | 7% | i | 7% | 15% | -5% | -8% | -26% | 0%
- CCOC(=O)[C@@H]1[C@H]2COc3ccc(Br)cc3[C@@H]2N2C(=O)N(c3ccccc3)C(=O)[C@@]12C
    ? | ? | i | 5% | -13% | 35µM* | 36% | ? | 1%
- CN(CC(=O)NCc1ccncc1)S(=O)(=O)c1ccc(Cl)cc1
    -2% | 19% | i | -22% | 15% | 6% | -44% | -15% | 1%
- Nc1c(C(=O)Nc2ccc3c(c2)OCCO3)nnn1Cc1ccc(Cl)cc1
    9% | -29% | i | 3% | -24% | 0% | -1% | -20% | -4%
- Oc1ccccc1C=NC(c1ccccc1)C(O)c1ccccc1 (configuration not stated)
    1% | 14% | i | -1% | 14% | -13% | . | -23% | 0%
- COc1ccc(C2(CNC(=O)C(c3ccccc3)c3ccccc3)CCOCC2)cc1OC
    3% | 18% | i | 19% | -29% | -11% | 8% | -2%[57.5 µM] | 0%
- COc1ccc(/C=N\NC(=O)c2ccccc2)cc1COc1ccc(F)cc1
    12% | 7.9µM* | i | 10% | -8% | ? | 4% | -18% | -2%
- C/C(=N/NC(=O)c1ccco1)c1ccc(NC(=O)c2ccc(F)cc2)cc1
    -6% | -19% | i | -4% | -2% | 18% | . | -21% | -1%
- CCOc1cc(NC(=S)NC)c(OCC)cc1NC(=O)c1ccc(OC)cc1
    1% | -1%[7.66 µM] | i | 4% | 15%[7.66 µM] | -17%[9.22 µM] | 31% | i | 1%
- Cn1c(N)c(C(=O)COC(=O)CNC(=O)c2ccccc2)c(=O)n(C)c1=O
    -7% | 0% | i | 2% | 17% | 10% | -8% | i | 2%
- CCOc1ccc(NC(=S)N2CCN(S(=O)(=O)c3ccccc3)CC2)cc1
    5% | -31% | i | 10% | -1% | 29% | 23% | -12% | 1%
- COc1cccc(-c2nc3nc(C)cc(C)n3c2Nc2ccc3c(c2)OCCO3)c1
    0% | -6% | i | -3% | -4% | 22% | 14% | i | .
- COc1cc(OC)c(C(=O)Nc2cccc(C(C)=O)c2)cc1OC
    0% | 47%[activator] | i | 7% | -11% | 19% | -16% | -3% | -3%
- O=C(Nc1ccn(Cc2ccccc2)n1)c1ccc2c(c1)OCO2
    -5% | -15% | i | -4% | -20% | ? | -4% | -24% | -30%
- O=C(NCCCCNC(=O)c1cccnc1)c1cccnc1
    -12% | -16% | i | -7% | -12% | -1% | 21% | i | -4%
- CCOc1ccc(NC(=O)c2c(NC(=O)Cc3ccccc3)sc3c2CCCCC3)cc1
    . | 2% | . | -7% | 0% | 0% | 18% | i | .
- Cc1ccc(S(=O)(=O)/N=C(\c2ccccc2)N(C)S(=O)(=O)c2ccc(C)cc2)cc1
    9% | 1% | i | 8% | 2% | -1% | 5% | i | -2%
- Cc1c(Cl)cccc1NC(=S)N/N=C/c1ccccc1Cl
    -2% | -31% | i | 4% | -17% | -7%[1.82 µM] | 2% | -5% | -5%

High-throughput results from PubChem.

A portion of the library. The share of hits here may be higher or lower than overall.
